# High-throughput results deposited in PubChem BioAssay by several laboratories.
# PRMT1 FP inh: PRMT1 methyltransferase inhibitors, primary screen, biochemical, fluorescence polarization. Protein arginine N-methyltransferase 1 (Homo sapiens), Q99873. recombinant PRMT1, activity-based probe fluorescence polarization. inhibition, % at 2.79 µM. actives 1.3% (n = 370,000). AID 652257, 2013;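 active = inhibition above about 21% made by adding two undisclosed values, limit read from the data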
# Target sequence (Q99873 whole entry, looked up): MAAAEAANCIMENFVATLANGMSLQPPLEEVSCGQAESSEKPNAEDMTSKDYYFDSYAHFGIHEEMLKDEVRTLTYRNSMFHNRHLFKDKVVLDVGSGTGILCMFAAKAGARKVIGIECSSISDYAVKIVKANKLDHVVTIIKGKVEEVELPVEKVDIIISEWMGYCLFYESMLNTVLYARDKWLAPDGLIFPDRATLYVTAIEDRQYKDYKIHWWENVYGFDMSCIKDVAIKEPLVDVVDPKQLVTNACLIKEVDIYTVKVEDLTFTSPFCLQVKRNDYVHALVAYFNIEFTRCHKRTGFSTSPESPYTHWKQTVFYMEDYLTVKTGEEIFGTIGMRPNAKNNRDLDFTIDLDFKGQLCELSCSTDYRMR
# TCR-CD3 inh: inhibitors of human TCR-CD3 interaction, primary screen, biochemical, fluorescence, TAMRA-labeled TCR probe; T-cell receptor (TCR); inhibition, % at 9.4 µM; actives 0.37% (n = 360,000); in the data active = inhibition above about 19%;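 also: recombinant mutant TCR 2C K166C tagged with TAMRA read by polarization; 0% = receptor in buffer alone and 100% = receptor with positive control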
# LEDGF integ inh: blockers of LEDGF/p75-dependent integrase strand transfer – biochemical, TR-FRET, high throughput, primary screen; actives 0.64% (n = 370,000); HIV-1 integrase (with human LEDGF/p75); inhibition, % at 3.7 µM; TR-FRET IN-LEDGF/p75 DNA integration, Eu/Cy5;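 active = inhibition above the screen-wide mean plus 3 SD, cut at about 13% in these data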;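 also: signal is the Cy5 over europium emission ratio at 671 and 618 nm; 0% = plate median of compound wells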
# NR1D1 modulator: modulators of Rev-erb alpha DNA binding, primary screen, biochemical, FITC-DNA, fluorescence polarization, uHTS | activity, % at 10 µM | Nuclear receptor subfamily 1 group D member 1 (Homo sapiens), P20393 | Rev-erbα–FITC-DNA binding, 90 min | actives 0.79% (n = 370,000) | AID 1259318, 2017;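 active = activity above about 14%, limit read from the data; passing the limit was not always enough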;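 also: 0% = DMSO wells with 35 nM protein and 100% = DMSO wells with 750 nM protein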
# Target sequence (P20393 whole entry, looked up): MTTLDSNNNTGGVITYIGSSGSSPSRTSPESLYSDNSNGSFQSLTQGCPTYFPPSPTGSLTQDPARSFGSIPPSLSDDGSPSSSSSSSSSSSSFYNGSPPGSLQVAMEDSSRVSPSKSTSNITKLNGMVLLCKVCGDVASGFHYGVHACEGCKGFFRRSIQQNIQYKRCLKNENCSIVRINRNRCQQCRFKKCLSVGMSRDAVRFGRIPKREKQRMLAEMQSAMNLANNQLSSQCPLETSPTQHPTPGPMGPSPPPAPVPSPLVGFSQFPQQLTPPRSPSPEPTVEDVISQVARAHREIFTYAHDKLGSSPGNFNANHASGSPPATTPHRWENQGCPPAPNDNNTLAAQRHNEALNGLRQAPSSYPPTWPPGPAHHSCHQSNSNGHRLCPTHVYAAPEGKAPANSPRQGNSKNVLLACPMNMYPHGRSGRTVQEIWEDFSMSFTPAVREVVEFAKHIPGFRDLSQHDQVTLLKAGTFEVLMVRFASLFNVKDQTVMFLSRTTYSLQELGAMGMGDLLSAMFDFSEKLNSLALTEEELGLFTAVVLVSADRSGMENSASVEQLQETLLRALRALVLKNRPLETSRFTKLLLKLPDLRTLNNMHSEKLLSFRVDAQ
# rCAG RNA binder: binders of r(CAG) RNA repeats, primary screen, biochemical, fluorescence | AID 651821, 2012 | r(CAG) RNA repeat, TO-PRO-1 dye displacement fluorescence | inhibition, % at 3 µM | actives 1.3% (n = 370,000);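 active = inhibition above the plate cutoff, the mean of all test compounds on that plate plus 3 SD, cut at about 35% in these data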;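 also: 0% = DMSO alone and 100% = 100 µM mitoxantrone as full dye displacement; higher means more dye released from RNA so lower well fluorescence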
# HTRA1 inh: HTRA1 serine protease inhibitors, primary screen, biochemical, fluorescence polarization, HTS. actives 0.5% (n = 340,000). inhibition, % at 5.96 µM. recombinant HTRA1, FP-rhodamine activity-based probe; in the data active = inhibition above about 36%;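 also: 0% = enzyme with DMSO and 100% = wells lacking enzyme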
# MBD2 inh: inhibitors of MBD2 binding to methylated DNA, primary screen, biochemical, TR-FRET, DNA-binding domain, human; inhibition, % at 4.4 µM; Methyl-CpG-binding domain protein 2 (Homo sapiens), Q9UBB5; AID 686964, 2013; MBD2 binding to methylated oligonucleotide; actives 0.31% (n = 370,000); in the data active = inhibition above about 13%
# mABHD4 FP: ABHD4 inhibitors, primary screen, biochemical, fluorescence polarization, mouse; (Lyso)-N-acylphosphatidylethanolamine lipase (Mus musculus), Q8VD66; purified mABHD4, FP-Rh probe fluorescence polarization; inhibition, % at 8.92 µM; actives 0.54% (n = 370,000); AID 720543, 2013;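 active = inhibition exceeding the mean over every tested compound plus 3 SD, cut at about 30% in these data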;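 also: 0% = plate median of compound wells and 100% = S159A mutant with DMSO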
#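 Assay system: mABHD4 protein; medium: HEPES pH 7.0, NaCl, Pluronic buffer; dosing: 8.92 µM, single dose; schedule: 45 min + 60 min at 25 °C; signal: FP readout, ex 525 nm / em 598 nm; read-out: normalized percent inhibition of probe labeling; repeats: single replicate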
# UHRF1 binding: UHRF1 methylated DNA binding inhibitors, primary screen, counter-screen for MBD2 inhibitor project, biochemical, TR-FRET, human UHRF1, single concentration; E3 ubiquitin-protein ligase UHRF1 (Homo sapiens), Q96T88; UHRF1 binding to methylated oligo; inhibition, % at 4.4 µM; actives 0.75% (n = 370,000); AID 687016, 2013; in the data active = inhibition above about 21%;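 also: UHRF1 SRA domain binding a hemimethylated CpG hairpin DNA probe; 0% = median of test compound wells and 100% = reference inhibitor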
# PG9 Ab binder: binders of HIV-1 gp120 antibody PG9, primary screen, biochemical, TR-FRET; HIV-1 gp120 / PG9 antibody interaction; TR-FRET gp120-PG9 antibody binding; inhibition, % at 6.7 µM; actives 0.43% (n = 360,000); AID 624416, 2012; in the data active = inhibition above about 8.5%
# Starred values were filed as active, the others as inactive; . = not tested or not shown.
1. COc1ccc(CN2CCN(CC3CC3)CC2CCO)cc1C (configuration not stated)
2. Cc1c(C(=O)O)oc2ccc(S(=O)(=O)NCc3ccc(F)cc3)cc12
3. O=c1c2ccccc2nc2n1CCc1c-2[nH]c2ccccc12
4. CN(C)S(=O)(=O)c1ccc(N2CCCC2)c(C(=O)OCC(=O)N2CCN(c3ccccc3)CC2)c1
5. Clc1ccc(NCn2cncn2)nc1
6. C/C(Cn1nnc([N+](=O)[O-])n1)=N\NC(=O)c1ccc(C)cc1
7. O=C1NC2(CCCCCC2)C(=O)N1Cc1c(F)cccc1Cl
8. O=C(c1cc(-c2ccco2)on1)N1CCCc2ccccc21

entry no.,1,2,3,4,5,6,7,8
PRMT1 FP inh,-2,2,-3,-1,-1,0,-2,9
TCR-CD3 inh,0,-3,-1,-2,-3,-4,0,-1
LEDGF integ inh,3,-1,-2,1,4,-3,1,2
NR1D1 modulator,-1,1,-7,-3,1,1,9,2
rCAG RNA binder,-4,5,5,-3,-3,-2,-4,16
HTRA1 inh,4,-5,-3,-10,3,-3,4,-6
MBD2 inh,-2,1,-6,-6,4,-1,3,-1
mABHD4 FP,-4,-3,-5,2,-2,3,1,-8
UHRF1 binding,-2,3,0,-4,-1,-3,0,1
PG9 Ab binder,0.6,1.5,0.3,-0.4,-1.2,-1.0,-0.5,-1.8

9. Cc1cc2c(C)nc(N/N=C/c3ccccc3)nc2o1
10. CCCC(=O)O/N=C(\c1ccccc1)c1ccncc1
11. COC(=O)c1ccc(N2CCCCC2)c(NS(=O)(=O)c2ccc(C)cc2)c1
12. O=C1CCN(S(=O)(=O)c2ccccc2)C2CCCCC12 (configuration not stated)
13. O=S(=O)(NCc1cc(-c2ccccc2Cl)no1)c1ccc(Cl)cc1
14. CCOC(=O)C(Cc1ccccc1)C(=O)NCc1ccccc1 (configuration not stated)
15. Cc1c(NC(=O)c2nn(C)c(=O)c3ccccc23)c(=O)n(-c2ccccc2)n1C
16. O=C(c1cccc([N+](=O)[O-])c1)N1CCCC(C(=O)N2CCCCC2)C1 (configuration not stated)

entry no.,9,10,11,12,13,14,15,16
PRMT1 FP inh,-1,0,-1,0,4,3,-1,0
TCR-CD3 inh,3,1,9,-3,4,4,-6,9
LEDGF integ inh,0,0,1,1,0,3,-3,-4
NR1D1 modulator,-2,0,5,-2,9,2,6,5
rCAG RNA binder,-2,0,2,-4,-1,1,-1,-1
HTRA1 inh,1,-11,-29,7,-27,6,-5,3
MBD2 inh,-4,-8,-6,3,2,0,-4,-1
mABHD4 FP,7,-1,-11,5,-6,-5,3,-1
UHRF1 binding,-8,1,-2,0,0,-3,3,-2
PG9 Ab binder,-2.8,1.6,-0.4,0.6,0.5,1.0,-1.3,-2.2

17. [N-]=[N+]=NC(c1ccccc1)C(NC(=O)c1cc(C(F)(F)F)cc(C(F)(F)F)c1)c1ccccc1 (configuration not stated)
18. Cc1ccccc1NC(=O)N1CCc2ccccc2C1
19. COc1ccccc1OCCCC(=O)Nc1nnc(C2CCCO2)s1 (configuration not stated)
20. CCN1CCN(c2cc(C)c3cc(NC(=O)CCC(=O)Nc4ccc(OC)c(OC)c4)ccc3n2)CC1
21. CCN(CC)S(=O)(=O)c1cccc(C(=O)Oc2cccc(NC(=O)c3cccs3)c2)c1
22. Cc1ccc(-n2c(SCC(=O)OC(C)C)nnc2-c2ccccn2)cc1
23. CCOCCCNC(=O)CCSc1ccc(C)cc1
24. COc1ccc(C2C(C(=O)OC(C)C)=C(C)N=c3s/c(=C\c4cccs4)c(=O)n32)cc1 (configuration not stated)

entry no.,17,18,19,20,21,22,23,24
PRMT1 FP inh,1,4,2,1,4,-1,-1,2
TCR-CD3 inh,-8,-1,5,-6,0,1,-4,0
LEDGF integ inh,-4,-5,0,-3,1,-3,4,0
NR1D1 modulator,1,5,-7,2,0,-2,-1,5
rCAG RNA binder,2,-2,-2,-11,8,-7,-3,9
HTRA1 inh,.,5,-5,4,-62,-4,14,-20
MBD2 inh,2,1,-2,1,2,2,-4,5
mABHD4 FP,-6,4,3,-7,-27,2,-1,-9
UHRF1 binding,1,1,1,4,3,4,5,7
PG9 Ab binder,-2.2,-0.5,-2.5,0.9,-1.3,0.6,-2.2,1.5

25. CCOC1=C2[C@@H](CN(S(=O)(=O)c3ccc(C)cc3)[C@H]2c2ccccc2Cl)[C@H]2C(=O)N(C)C(=O)[C@H]2C1
26. C=CCn1c(-c2cccs2)nc2ccccc21
27. Clc1ccc(-c2nc3ccc(Cl)cn3c2Cc2ccccc2)cc1
28. COC(=O)c1c(C)[nH]c(C(=O)CSc2nnnn2-c2ccccc2)c1C
29. Cc1ccc(C(=O)COC(=O)CN2C(=O)C3CC=CCC3C2=O)cc1C (configuration not stated)
30. OCC1=C[C@@H](O)[C@@H]2C=CO[C@@H](O[C@@H]3O[C@H](CO)[C@@H](O)[C@H](O)[C@H]3O)[C@H]12
31. Cc1cc(C)n(S(=O)(=O)c2ccc(Cl)cc2)n1
32. COc1ccccc1CNC(=O)CCNS(=O)(=O)c1cccc2nonc12

entry no.,25,26,27,28,29,30,31,32
PRMT1 FP inh,-8,3,4,-1,-2,-2,-2,1
TCR-CD3 inh,3,-2,-1,6,3,0,2,4
LEDGF integ inh,2,1,-3,-1,5,5,3,0
NR1D1 modulator,5,-6,5,2,5,-2,1,1
rCAG RNA binder,2,2,9,2,2,3,-1,1
HTRA1 inh,.,7,-69,-3,2,-1,3,-4
MBD2 inh,-5,-1,1,-2,0,-1,1,1
mABHD4 FP,-2,2,-12,2,3,2,0,5
UHRF1 binding,-1,-1,12,0,-2,13,-3,-3
PG9 Ab binder,0.0,-0.4,-0.1,-0.3,1.9,-2.6,-0.8,-0.8

33. CN(C)CC(C)(C)CNCc1cc(=O)oc2ccc3ccccc3c12
34. C=CCn1c(SCC(N)=O)nnc1-c1ccccc1OC
35. COc1ccc(-n2ncc3c(=O)n(CC(=O)NC(C)C)cnc32)cc1
36. O=C(CCCOc1ccc(Cl)cc1Cl)N/N=C/c1ccccc1O
37. CC(C)(Oc1ccc(Cl)cc1)C(=O)NCCCn1ccnc1
38. COc1ccc([N+](=O)[O-])cc1NCc1ccccc1C
39. CCCn1c(=O)c2ccccc2n2c(SCC(=O)N3CCc4ccccc4C3)nnc12
40. FC(F)(F)c1cccc(-c2nnc(-c3ccccc3)c(N3CCOCC3)n2)c1

entry no.,33,34,35,36,37,38,39,40
PRMT1 FP inh,-1,6,-4,-2,-2,0,-1,-1
TCR-CD3 inh,1,.,3,2,-4,1,-1,-2
LEDGF integ inh,3,-5,7,-4,-4,1,0,1
NR1D1 modulator,-2,-1,-2,5,2,9,0,-1
rCAG RNA binder,-5,3,0,3,-6,1,-1,-2
HTRA1 inh,5,.,5,-27,-3,-11,-3,-14
MBD2 inh,1,-2,-8,-3,3,-1,-5,5
mABHD4 FP,-4,8,5,-12,2,0,-3,-3
UHRF1 binding,1,-1,-3,0,1,0,-3,-3
PG9 Ab binder,-0.3,.,-2.3,0.2,1.2,-1.9,-4.3,-1.3

# An excerpt from above, reduced to MBD2 inh and HTRA1 inh:
item	Compound	MBD2 inh	HTRA1 inh
38	COc1ccc([N+](=O)[O-])cc1NCc1ccccc1C	-1	-11
39	CCCn1c(=O)c2ccccc2n2c(SCC(=O)N3CCc4ccccc4C3)nnc12	-5	-3
40	FC(F)(F)c1cccc(-c2nnc(-c3ccccc3)c(N3CCOCC3)n2)c1	5	-14

# Carrying on.
41. COc1cccc(NC(=O)CC2S/C(=N\S(=O)(=O)c3ccccc3)N(c3ccccc3)C2=O)c1 (configuration not stated)
42. CC(C)N(Cc1nc(-c2ccc3c(c2)OCO3)no1)Cc1nccn1C
43. O=C(Nc1ccc([N+](=O)[O-])cc1)c1nc[nH]c1C(=O)NC1CCCCC1
44. COc1ccc(N2CCN(C(=O)COC(=O)CNC(=O)c3cccc(OC(F)F)c3)CC2)cc1
45. COc1ccc(CCCC(=O)NC2CCCCC2C)c(C)c1 (configuration not stated)
46. Cc1cnc(NC(=O)CC2CCCC2)s1
47. COCCNc1nc(Oc2cccc3ccccc23)c2sccc2n1
48. Cc1ccccc1-n1cc(CNC(=O)C2CCC(=O)N(C3CC3)C2)cn1 (configuration not stated)

entry no.,41,42,43,44,45,46,47,48
PRMT1 FP inh,11,-2,2,-1,-2,-4,-2,0
TCR-CD3 inh,-4,-2,-2,-5,2,6,7,4
LEDGF integ inh,3,-2,-3,3,0,-3,-1,0
NR1D1 modulator,9,1,-6,1,-2,-4,0,-5
rCAG RNA binder,17,-4,-3,-2,-6,-7,3,-1
HTRA1 inh,-16,-4,-2,5,-4,0,.,2
MBD2 inh,6,5,1,0,4,-2,4,0
mABHD4 FP,-45,2,5,-3,1,0,-9,5
UHRF1 binding,4,4,7,-1,-3,0,10,-1
PG9 Ab binder,-0.1,0.4,-0.3,-4.0,-1.0,0.5,-1.6,-1.4

49. O=C(Nc1ccc(C(=O)O)cc1)/C(=C\c1ccc([N+](=O)[O-])cc1)NC(=O)c1ccco1
50. O=C(NC(Cc1ccccc1)C(=O)N1CCCCCC1)c1ccccc1 (configuration not stated)
51. CC(C)CCN1CCN(Cc2cccn2-c2cccnc2)CC1CCO (configuration not stated)
52. CCOC(=O)CSc1nc(NCc2ccco2)c2ccccc2n1
53. CC(CCc1ccccc1)NC(=O)CSc1cccc[n+]1[O-] (configuration not stated)

entry no.,49,50,51,52,53
PRMT1 FP inh,0,-4,-3,3,-4
TCR-CD3 inh,5,1,-1,8,9
LEDGF integ inh,0,-2,2,-1,4
NR1D1 modulator,1,-3,3,-2,0
rCAG RNA binder,0,-7,-6,-7,-3
HTRA1 inh,1,-2,0,-7,-1
MBD2 inh,4,1,0,0,2
mABHD4 FP,3,-1,-4,-1,3
UHRF1 binding,-2,3,-1,-1,1
PG9 Ab binder,-1.6,-1.1,-2.5,-3.4,-0.7

# Whole records, looked up by structure:
# `O=C(Nc1ccc(C(=O)O)cc1)/C(=C\c1ccc([N+](=O)[O-])cc1)NC(=O)c1ccco1` is entered as PRMT1 FP inh: 0; TCR-CD3 inh: 5; LEDGF integ inh: 0; NR1D1 modulator: 1; rCAG RNA binder: 0; HTRA1 inh: 1; MBD2 inh: 4; mABHD4 FP: 3; UHRF1 binding: -2; PG9 Ab binder: -1.6
# `O=C(NC(Cc1ccccc1)C(=O)N1CCCCCC1)c1ccccc1` (configuration not stated) is entered as PRMT1 FP inh: -4; TCR-CD3 inh: 1; LEDGF integ inh: -2; NR1D1 modulator: -3; rCAG RNA binder: -7; HTRA1 inh: -2; MBD2 inh: 1; mABHD4 FP: -1; UHRF1 binding: 3; PG9 Ab binder: -1.1

# This is a subset (hit frequency here may not be typical).
